Screening data: PubChem, National Center for Advancing Translational Sciences (NCATS)
Tb PFK inh = inhibitors of T. brucei phosphofructokinase; 330,000 tested, 0.17% active; O15648; Potency, µM (doses to about 57.5 µM), for the others: top-dose activity, negative = inhibition, hits mostly inhibitors; T. brucei PFK, ADP-Glo luminescence; AID 485367;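 further: potency means the concentration at half of the fitted maximal effect; 0% = uninhibited 1x PFK enzyme wells and -100% = no-enzyme wells; nearly all actives have a fitted effect of over 60% in size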
Target sequence (O15648 whole entry, looked up): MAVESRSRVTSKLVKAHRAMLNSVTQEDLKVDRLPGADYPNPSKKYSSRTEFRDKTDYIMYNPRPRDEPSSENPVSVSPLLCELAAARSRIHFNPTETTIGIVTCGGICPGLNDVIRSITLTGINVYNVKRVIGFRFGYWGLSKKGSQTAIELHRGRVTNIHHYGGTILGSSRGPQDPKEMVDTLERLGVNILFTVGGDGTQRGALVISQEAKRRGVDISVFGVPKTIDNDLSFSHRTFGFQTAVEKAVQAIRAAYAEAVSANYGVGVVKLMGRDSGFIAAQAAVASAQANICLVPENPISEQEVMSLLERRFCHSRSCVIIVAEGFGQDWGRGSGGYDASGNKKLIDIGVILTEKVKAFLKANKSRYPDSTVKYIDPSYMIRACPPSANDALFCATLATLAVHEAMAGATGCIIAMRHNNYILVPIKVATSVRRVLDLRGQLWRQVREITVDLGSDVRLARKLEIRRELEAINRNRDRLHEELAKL
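Activity is normalized to no-enzyme wells (full inhibition) and 1.25 nM enzyme wells (no inhibition). Reaction: 0.5 mM F6P, 0.1 mM ATP, 45 min RT, ADP-Glo luminescence; concentration-response curves fitted and classed by quality.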
GALK inh = blocks human galactokinase activity; P51570; Purified GALK, Kinase-Glo residual ATP luminescence; Potency, µM (highest dose often 57.5 µM), without a hit: top-dose activity change, negative = inhibition, usual class: inhibitors; 270,000 tested, 0.007% active; AID 1868; further: potency means the concentration at half of the fitted maximal effect; on the % scale 0 is the no-effect control and ±100 the full control effect
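Quantitative HTS: GALK 5 nM, ATP 35 uM, galactose 100 uM, 1 h room temperature, then luciferase-based ATP detection.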
Coupling enz = inhibits coupling enzyme system, counter-screen for aldolase hits. coupling enzyme system counterscreen, AmpLite Red fluorescence. activity change, negative = inhibition, % at 58.2 µM, hits read low. 290,000 tested, 0.67% active. AID 2472; in the data active means activity change below about -30%; further: on the % scale 0 is the no-effect control and ±100 the full control effect
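First, compound is pin-transferred into glyceraldehyde-3-phosphate coupling-enzyme reagent at 57.5 uM final and held 10 min at RT. Next, substrate, coupling system and AmpLite Red are added. After 20 min RT, fluorescence (525/598 nm) is read.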
S-ASM inh = inhibitors of human secretory acid sphingomyelinase | P17405 | placental ASM, HMU-PC fluorogenic substrate, 60 min | Potency, µM (doses to about 57.5 µM), for the others: at the top dose activity change, negative = inhibition, actives largely listed as inhibitors | 340,000 tested, 0.006% active | AID 504937; further: potency means the concentration at half of the fitted maximal effect
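qHTS format. ASM enzyme prepared from human placenta hydrolyses the fluorogenic substrate HMU-PC0 (9 uM final) over 60 min at 37 °C after a 10 min compound preincubation.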
BCR signal inh = blocks chronic active B-cell receptor signaling; ABC-DLBCL IkBa-CBG/CBR reporter, luminescence ratio, 4 h; Potency, µM (top dose mostly 46.1 µM), for inactives: top-dose ratio change, negative = lower green/red ratio, actives largely listed as inhibitors; 340,000 tested, 0.05% active; AID 493014; active means well fitted inhibition curve with a large enough effect in the signal ratio, with a control signal flat, not every such curve was filed as active; inconclusive means small, poorly fitted or top-dose-only effect, or effect the other way, or a change in a side signal; the % refers to the signal ratio;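 further: potency means the concentration at half of the fitted maximal effect; plate controls were basal doxycycline-induced cells for no effect and cells given 10 µM MG132 for full effect; MG132 reads +100%, hits lower the ratio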
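Concentration-response series (up to 46 uM) were applied to TMD8 dual-reporter cells for 4 h at 37C with doxycycline. Green/red ratio, after filter-overlap correction, defined %Activity; red signal alone was normalised to basal cells and zero luminescence.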
TSG101-PTAP inh = blocks PTAP/TSG101 interaction to inhibit HIV-1 budding. Q99816. Fluorescence polarization, FITC-PTAP peptide / Tsg101 binding. Potency, µM (doses to about 115 µM), for the others: at the top dose activity change, negative = inhibition, usual class: inhibitors. 340,000 tested, under 10 active; active means well fitted inhibition curve with a large enough effect in the main read-out, with a control signal flat, not every such curve was filed as active; inconclusive means small, poorly fitted or top-dose-only effect, or effect the other way, or a change in a side signal; inactive means no such curve, though single readings can be large or run the other way; further: potency means the concentration at half of the fitted maximal effect; % of control where 0% means no effect
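Compounds were pin-transferred onto Tsg101 binding domain (10 uM final) in HEPES pH 7.5 buffer, then FITC-PTAP peptide was added at 50 nM final. After 20 min at RT, polarization reported peptide displacement across a qHTS concentration series.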
B2AR arrestin = recruits beta-arrestin to the human beta2-adrenergic receptor. 330,000 tested, 0.02% active. AID 492947. P07550. Potency, µM (series often up to 46.1 µM), without a hit: at the highest dose activation, usual class: activators. beta-arrestin recruitment to beta2AR, cell-based reporter;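 further: potency means the concentration at half of the fitted maximal effect; 0% = DMSO controls and full agonism = EC100 isoproterenol or metaproterenol; nearly all actives have a fitted effect of over 65% in size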
Integrin act MD = activates integrin-mediated alleviation for muscular dystrophy. alpha7betagal myoblasts, beta-gal FDG fluorescence, 48 h. Potency, µM (titrated, usually from 38.3 µM), without a hit: at the highest dose activation, actives largely listed as activators. 350,000 tested, 0.064% active. AID 624291;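 further: potency means the concentration at half of the fitted maximal effect; 100% = response of the positive control SU9516; nearly all actives have a fitted effect of over 60% in size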
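alpha7betagal+/- myoblasts (passage 13, 250/well) treated 48 h at 37C with compounds at 1:260 dilution of DMSO stock. Lysed, then beta-galactosidase activity read as FDG fluorescence (ex 480/em 540) after 30 min, with pre-read for autofluorescence.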
Menin-MLL TR inh = inhibitors of human menin-MLL interaction, mutant MLL peptide. AID 1768. Potency, µM (doses to about 61.6 µM), for inactives: at the highest dose FP activity change, negative = inhibition, most hits filed as inhibitors. O00255. Menin + Texas Red MLL mutant peptide, fluorescence polarization. 270,000 tested, 0.23% active; active means well fitted inhibition curve with a large enough effect in the polarisation, with a control signal flat, not every such curve was filed as active; inconclusive means small, poorly fitted or top-dose-only effect, or effect the other way, or a change in a side signal; inactive means no such curve, though single readings can be large or run the other way; the % refers to the polarisation; further: potency means the concentration at half of the fitted maximal effect; % of control where 0% means no effect; many of its hits are not listed in these tables
Giardia kill = Giardia lamblia killing. Giardia lamblia trophozoite viability. activity change, % at 7.66 µM, hits read low. 340,000 tested, 0.15% active; in the data active means activity change below about -80%; inconclusive means between about -30% and that limit;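 further: parasites exposed to compound for two days anaerobically before the ATP read; on the % scale 0 is the no-effect control and ±100 the full control effect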
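Luminescent ATP signal served as the viability read-out, measured 15-30 min after adding ATP detection reagent to trophozoites that had been incubated with compounds for 48 hrs at 37 deg C anaerobically at 100 cells/well.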
PKM2 act = increases activity of human pyruvate kinase M2; 260,000 tested, 0.34% active; P14618; Potency, µM (titrated, usually from 57.5 µM), for inactives: at the highest dose activation, actives largely listed as activators; purified PKM2, Kinase-Glo ATP luminescence, activation; response scale: 0% is enzyme alone, no compound; AID 1631; further: potency means the concentration at half of the fitted maximal effect; on the % scale 0 is the no-effect control and ±100 the full control effect; nearly all actives have a fitted effect of over 55% in size
Target sequence (P14618 whole entry, looked up): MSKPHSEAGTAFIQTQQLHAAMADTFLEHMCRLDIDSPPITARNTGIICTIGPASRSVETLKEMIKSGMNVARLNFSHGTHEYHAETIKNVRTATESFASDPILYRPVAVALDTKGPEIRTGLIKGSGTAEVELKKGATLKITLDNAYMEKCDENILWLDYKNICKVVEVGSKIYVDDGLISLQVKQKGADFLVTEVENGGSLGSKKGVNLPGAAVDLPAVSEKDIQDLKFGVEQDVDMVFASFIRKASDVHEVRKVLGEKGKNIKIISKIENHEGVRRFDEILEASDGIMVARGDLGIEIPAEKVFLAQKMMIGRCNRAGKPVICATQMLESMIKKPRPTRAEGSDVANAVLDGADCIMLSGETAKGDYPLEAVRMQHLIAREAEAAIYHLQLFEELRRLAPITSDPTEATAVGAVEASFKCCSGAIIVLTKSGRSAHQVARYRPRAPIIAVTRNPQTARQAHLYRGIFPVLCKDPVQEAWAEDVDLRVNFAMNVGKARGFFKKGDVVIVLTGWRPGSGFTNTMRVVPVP
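ATP formation by purified human PK-M2, quantified via coupled luciferase luminescence after 1 h at room temperature with 0.1 mM ADP and 0.5 mM PEP final.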
* = called active by the depositor; u = inconclusive; x = no result given; & = joins results of further samples; [ ] = dose if it differs, or a comment. Unless noted, the call rests on the fitted dose curve; in most records, active means well fitted curve in the direction sought with a large enough effect; inconclusive means small, poorly fitted or top-dose-only effect, or another doubt; inactive means no such curve, though single readings can be large; an effect the other way counts as inactive or inconclusive. A portion of the library; rates above refer to the full screens.

no.	compound	Tb PFK inh	GALK inh	Coupling enz	S-ASM inh	BCR signal inh	TSG101-PTAP inh	B2AR arrestin	Integrin act MD	Menin-MLL TR inh	Giardia kill	PKM2 act
1	CCOc1ccccc1N1CC(C(=O)NNC(=O)c2cc(OC)c(OC)c(OC)c2)CC1=O (stereo unspecified)	7.2%	x	x	0.4%	-0.3%	-1.4%	-0.3%	4.8%	x	-0.9	x
2	CCOc1ccccc1N(CC(=O)NCC1CCCO1)C(=O)CNS(=O)(=O)c1ccccc1 (stereo unspecified)	-5.0%	-0.4%	0.4	2.7%	7.1%	-3.8%	-1.4%	23.6%	3.4%	-12.6	0.7%
3	Nc1nnc(-c2ccccc2)s1	0.5%	-2.9%	-1.4	6.5%	-5.8%	-0.2%	-0.2%	8.9%	5.7%	-8.4	1.4%
4	COC(=O)C1=C(O)/C(=C\c2ccc(CNS(=O)(=O)c3ccccc3)o2)N=C1C	4.5%	0.8%	-8.5	4.5%	8.1%	-4.6%	-0.6%	28.6%	-19.3%	4.1	3.9%
5	O=C1CCCN1CCCNc1ccc(S(=O)(=O)N2CCCCC2)cn1	-8.9%	-4.8%	-0.3	2.5%	4.6%	-1.5%	-0.3%	8.5%	-23.3%	-6.3	-13.0%
6	Cc1cc(C(=O)COC(=O)c2ccc[nH]c2=O)c(C)n1-c1ccccc1	-16.7%	-2.1%	4.3	-0.8%	0.4%	-3.9%	-1.0%	-6.9%	-7.5%	u	-1.2%
7	CC1(C(=O)OCC(=O)NNC(=O)COc2ccc(Cl)cc2)CC1(Cl)Cl (stereo unspecified)	12.7%	x	x	-0.3%	0.4%	-4.4%	-0.3%	-4.1%	x	6.0	x
8	CCOC(=O)c1c(C)nn(-c2ncccc2NC(=O)CCC(=O)O)c1C	0.0%	x	-0.7	4.3%	-0.2%	-4.6%	4.2%	4.9%	x	8.8	3.9%
9	CC(=O)NC(c1cc(Cl)c2cccnc2c1O)C1CC1 (stereo unspecified)	6.4%&6.9%	x	x	9.6%	7.6%&-10.0%	-1.2%	u	x	x	28.1	x
10	COc1ccc(/C=C/C(=O)c2ccc3c(c2)OCCO3)cc1[N+](=O)[O-]	0.6%	-1.0%	0.2	-0.9%	-15.8%	-3.9%	0.1%	0.5%	18.1%	-10.2	3.4%
11	Cc1ccc2cccc(O)c2[n+]1[O-]	2.7%	-0.4%	-14.0	2.3%	u	-3.3%	0.6%	7.7%	0.0%	-2.8	-2.9%
12	CCCCCn1c(CN2CCN(c3cccc(Cl)c3)CC2)nc2c1c(=O)n(C)c(=O)n2C	1.1%	-0.9%	-0.7	u	1.6%	-3.0%	-1.0%	-46.6%[inhibitor]	-10.4%	11.3	-1.1%
13	Cc1ccc(N2CC(C(=O)Nc3ccc(S(=O)(=O)N4CCOCC4)cc3)CC2=O)cc1 (stereo unspecified)	-1.0%	-2.4%	-2.1	-10.8%	-0.7%	-7.8%	-0.1%	-0.9%	0.3%	2.3	-0.1%
14	O=c1c2ccccc2nc(SCc2ccncc2)n1CC1CCCO1 (stereo unspecified)	4.0%	3.4%	0.2	1.1%	-18.9%	-1.9%	-0.2%	9.8%	-9.7%	0.5	-1.7%
15	COc1ccc(Nc2nc(N3CCOCC3)nc(N3CCOCC3)n2)cc1	0.7%	-0.1%	1.6	0.6%	-7.9%	-7.0%	-0.4%	2.9%	u	-25.5	7.0%
16	CC1(C)CC(=O)C(CC2=C(N)CC(C)(C)CC2=O)=C(N)C1	-8.3%	3.7%	0.5	12.8%	-0.1%	0.2%	-0.5%	16.3%	-5.2%	11.1	2.3%
17	COc1ccccc1Nc1ccc(C(=O)NC2CCCCC2)cn1	3.9%	0.9%	0.1	-5.6%	-6.2%	-2.5%	0.2%	23.8%	0.8%	-2.7	-0.1%
18	COC(=O)C(C)n1cnc2c(nnn2-c2ccc(C)cc2)c1=O (stereo unspecified)	0.2%	x	-0.6	2.7%	-8.8%	-3.4%	-0.4%	13.1%	-27.4%	9.5	13.7%
19	COc1ccc(Br)c(C(=O)OCC(=O)NC2CC2)c1	-0.3%	x	x	1.2%	1.3%	-1.1%	-0.2%	-17.9%	x	-4.4	x
20	CCCn1c(CN2CCN(c3cccc(Cl)c3)CC2)nc2c1c(=O)n(C)c(=O)n2C	-4.3%	1.2%	-1.3	6.7%	u	-0.4%	0.3%	29.9%	-12.1%	2.6	0.9%
21	CCOC(=O)N1CCN(Cc2nc3cc(NC(=O)c4cccs4)ccc3n2CC)CC1	-1.7%	-3.6%	x	-0.5%	5.5%	-8.6%	-1.0%	1.1%	x	5.4	x
22	O=C(CSc1nc2ccccc2c(=O)n1CC1CCCO1)Nc1ccccc1 (stereo unspecified)	0.4%	3.9%	9.6	5.5%	9.2%	-0.4%	-0.5%	-27.3%	9.3%	-20.0	3.2%
23	CN(C(=O)c1ccc(Br)o1)C1(C)CCS(=O)(=O)C1 (stereo unspecified)	2.5%	-4.9%	x	2.5%	-2.5%	-3.2%	0.1%	-7.1%	x	7.3	-2.4%
24	Cn1c(SCC(=O)NCc2cccs2)nnc1-c1ccncc1	0.2%	-0.2%	1.6	6.9%	0.0%	-0.7%	0.5%	19.9%	-6.5%	22.8	-3.2%
25	O=C(COC(=O)c1cc(S(=O)(=O)N2CCCC2)ccc1O)Nc1ccc(F)cc1F	1.4%	x	x	0.6%	-0.3%	-1.7%	-0.2%	u	x	1.0	x
26	COc1ccccc1C(=O)NCc1ccc(-c2nc3ccccc3s2)cc1	3.1%	0.6%	3.7	-0.8%	u	-4.1%	-0.6%	-0.7%	10.2%	-3.9	-0.1%
27	CCCOc1cccc(C(=O)N/N=C/c2ccoc2)c1	-2.9%	1.2%	x	-0.1%	u	-2.1%	0.0%	-40.8%	x	6.8	-1.4%
28	O=C(Cn1nc(-c2ccccc2)oc1=O)OCC(=O)c1ccc(F)c(F)c1	-0.7%	x	x	2.5%	0.5%	-7.5%	-0.2%	-5.6%	x	-17.6	x
29	COc1cc(OC)cc(C(=O)N(CCCN2C(=O)c3cccc4cccc(c34)C2=O)c2cccc(OC)c2)c1	8.8%	-0.4%	-1.7	1.4%	-11.3%	-2.7%	3.6%	-5.8%	3.5%	20.8	0.6%
30	O=C(NN1C(=O)c2ccccc2C1=O)C1CCCCC1	7.4%	-3.0%	1.8	0.8%	4.3%	-5.7%	-0.2%	-7.2%	-2.2%	-10.4	0.5%
31	CC(C)(C)OC(=O)[C@H](Cc1ccccc1)NC(=O)c1nc[nH]c1C(=O)N[C@@H](Cc1ccccc1)C(=O)OC(C)(C)C	-5.3%	5.2%	-10.6	-7.5%	13.5%	-3.6%	-0.4%	-40.8%	x	-12.6	-3.3%
32	O=C(NCCN1CCOCC1)C1CC(=O)N(c2cccc(C(F)(F)F)c2)C1 (stereo unspecified)	-4.8%	x	x	0.1%	-4.3%	-6.6%	-0.2%	-4.1%	x	13.3	x

In the list so far, these have an NH in an aromatic ring:
no.	compound	Tb PFK inh	GALK inh	Coupling enz	S-ASM inh	BCR signal inh	TSG101-PTAP inh	B2AR arrestin	Integrin act MD	Menin-MLL TR inh	Giardia kill	PKM2 act
6	Cc1cc(C(=O)COC(=O)c2ccc[nH]c2=O)c(C)n1-c1ccccc1	-16.7%	-2.1%	4.3	-0.8%	0.4%	-3.9%	-1.0%	-6.9%	-7.5%	u	-1.2%
31	CC(C)(C)OC(=O)[C@H](Cc1ccccc1)NC(=O)c1nc[nH]c1C(=O)N[C@@H](Cc1ccccc1)C(=O)OC(C)(C)C	-5.3%	5.2%	-10.6	-7.5%	13.5%	-3.6%	-0.4%	-40.8%	x	-12.6	-3.3%

Rewritten screen by screen: 2 of the compounds above
[12] CCCCCn1c(CN2CCN(c3cccc(Cl)c3)CC2)nc2c1c(=O)n(C)c(=O)n2C
[13] Cc1ccc(N2CC(C(=O)Nc3ccc(S(=O)(=O)N4CCOCC4)cc3)CC2=O)cc1 (stereo unspecified)

entry no.	12	13
Tb PFK inh	1.1%	-1.0%
GALK inh	-0.9%	-2.4%
Coupling enz	-0.7	-2.1
S-ASM inh	u	-10.8%
BCR signal inh	1.6%	-0.7%
TSG101-PTAP inh	-3.0%	-7.8%
B2AR arrestin	-1.0%	-0.1%
Integrin act MD	-46.6%[inhibitor]	-0.9%
Menin-MLL TR inh	-10.4%	0.3%
Giardia kill	11.3	2.3
PKM2 act	-1.1%	-0.1%
